Coupling enz: counter-screen for Giardia aldolase inhibitors: coupling enzyme system; activity change, negative = inhibition, % at 58.2 µM, hits read low; AID 2472; hit rate 0.67% among 290,000; coupling enzyme system counterscreen, AmpLite Red fluorescence; in the data active = activity change below about -30%; note: % is set by controls: 0 for no effect and ±100 for the full control effect
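Activity here indicates interference with the coupling reaction, not aldolase inhibition. Compounds at 57.5 uM final met coupling enzymes for 10 min at RT; substrate and AmpLite Red detection followed, with a 525/598 nm fluorescence read after 20 min.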
GALK inhibitor: blocks human galactokinase activity. P51570. Purified GALK, Kinase-Glo residual ATP luminescence. Potency, µM (highest dose often 57.5 µM), for inactives: top-dose activity change, negative = inhibition, usual class: inhibitors. hit rate 0.007% among 270,000; note: potency is the fitted concentration of half-maximal effect; % is set by controls: 0 for no effect and ±100 for the full control effect
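Luminescence from leftover ATP (Ultra-Glo luciferase/luciferin) served as read-out after a 1 h room-temperature reaction of 5 nM GALK with 35 uM ATP and 100 uM galactose.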
Integrin act MD: activators of alpha7 integrin expression for muscular dystrophy. Potency, µM (titrated, usually from 38.3 µM), inactives show at the highest dose activation, actives largely listed as activators. hit rate 0.064% among 350,000. alpha7betagal myoblasts, beta-gal FDG fluorescence, 48 h;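 note: potency is the fitted concentration of half-maximal effect; 100% = response of the positive control SU9516; nearly all actives have a fitted effect of over 60% in size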
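alpha7betagal+/- myoblasts (passage 13, 250/well) treated 48 h at 37C with compounds at 1:260 dilution of DMSO stock. Lysed, then beta-galactosidase activity read as FDG fluorescence (ex 480/em 540) after 30 min, with pre-read for autofluorescence.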
PKM2 activator: increases activity of human pyruvate kinase M2. purified PKM2, Kinase-Glo ATP luminescence, activation; response scale: 0% is enzyme alone, no compound. AID 1631. hit rate 0.34% among 260,000. P14618. Potency, µM (titrated, usually from 57.5 µM), inactives show at the top dose activation, most hits filed as activators; note: potency is the fitted concentration of half-maximal effect; % is set by controls: 0 for no effect and ±100 for the full control effect; nearly all actives have a fitted effect of over 55% in size
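ATP formation by purified human PK-M2, quantified via coupled luciferase luminescence after 1 h at room temperature with 0.1 mM ADP and 0.5 mM PEP final.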
Tb PFK inh: blocks T. brucei phosphofructokinase; O15648; T. brucei PFK, ADP-Glo luminescence; Potency, µM (highest dose often 57.5 µM), without a hit: at the highest dose activity, negative = inhibition, usual class: inhibitors; hit rate 0.17% among 330,000; AID 485367;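 note: potency is the fitted concentration of half-maximal effect; 0% = uninhibited 1x PFK enzyme wells and -100% = no-enzyme wells; nearly all actives have a fitted effect of over 60% in size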
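ADP-Glo luminescence quantified ADP after 45 min at room temperature, with 1.25 nM T. brucei PFK, 0.1 mM ATP and 0.5 mM fructose-6-phosphate in pH 8.0 TEA buffer. qHTS titrations up to 57 µM; curves classified by quality.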
ASM inhibitor: inhibitors of human secretory acid sphingomyelinase; P17405; placental ASM, HMU-PC fluorogenic substrate, 60 min; Potency, µM (series often up to 57.5 µM), for inactives: at the top dose activity change, negative = inhibition, actives largely listed as inhibitors; hit rate 0.006% among 340,000; AID 504937; note: potency is the fitted concentration of half-maximal effect
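HMU-PC0 cleavage (9 uM final) by human placental ASM, 60 min at 37 °C following 10 min compound exposure at RT; stopped at pH 10, fluorescence Ex 386/Em 447 nm.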
Menin-MLL TR inh: displaces Texas Red mutant MLL peptide from human menin; AID 1768; hit rate 0.23% among 270,000; Menin + Texas Red MLL mutant peptide, fluorescence polarization; O00255; Potency, µM (series often up to 61.6 µM), inactives show at the top dose FP activity change, negative = inhibition, hits mostly inhibitors; active = well fitted inhibition curve with a large enough effect in the polarisation, with a control signal flat, not every such curve was filed as active; inconclusive = small, poorly fitted or top-dose-only effect, or effect the other way, or a change in a side signal; inactive = no such curve, though single readings can be large or run the other way; the % refers to the polarisation; note: potency is the fitted concentration of half-maximal effect; % of control where 0% means no effect; many of its hits are not listed in these tables
Target sequence (O00255 whole entry, looked up): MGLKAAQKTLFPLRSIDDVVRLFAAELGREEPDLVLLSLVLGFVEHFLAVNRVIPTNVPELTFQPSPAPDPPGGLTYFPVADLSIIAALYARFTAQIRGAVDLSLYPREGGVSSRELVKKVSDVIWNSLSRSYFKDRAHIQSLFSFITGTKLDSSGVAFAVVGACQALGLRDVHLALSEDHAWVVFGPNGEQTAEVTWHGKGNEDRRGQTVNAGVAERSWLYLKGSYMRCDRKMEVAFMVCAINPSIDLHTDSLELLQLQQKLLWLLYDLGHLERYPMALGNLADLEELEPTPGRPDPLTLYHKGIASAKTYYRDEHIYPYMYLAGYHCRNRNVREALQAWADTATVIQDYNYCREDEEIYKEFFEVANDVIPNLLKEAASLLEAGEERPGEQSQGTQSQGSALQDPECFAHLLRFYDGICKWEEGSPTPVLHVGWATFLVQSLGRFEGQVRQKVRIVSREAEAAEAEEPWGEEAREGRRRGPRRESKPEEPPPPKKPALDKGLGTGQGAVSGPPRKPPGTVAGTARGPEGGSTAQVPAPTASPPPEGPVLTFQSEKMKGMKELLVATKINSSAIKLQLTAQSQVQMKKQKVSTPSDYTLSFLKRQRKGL
Giardia killer: kills Giardia lamblia | Giardia lamblia trophozoite viability | hit rate 0.15% among 340,000 | activity change, % at 7.66 µM, hits read low | AID 540267; in the data active = activity change below about -80%; inconclusive = between about -30% and that limit;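 note: parasites exposed to compound for two days anaerobically before the ATP read; % is set by controls: 0 for no effect and ±100 for the full control effect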
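ATP-content bioluminescence gauges trophozoite survival. Cells (100/well) receive compound and incubate anaerobically for 48 hrs at 37 deg C; detection reagent follows for 15-30 min at room temperature.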
B2AR arrestin: beta2AR (human) beta-arrestin recruitment activity. P07550. AID 492947. Potency, µM (titrated, usually from 46.1 µM), without a hit: at the top dose activation, usual class: activators. beta-arrestin recruitment to beta2AR, cell-based reporter. hit rate 0.02% among 330,000;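 note: potency is the fitted concentration of half-maximal effect; 0% = DMSO controls and full agonism = EC100 isoproterenol or metaproterenol; nearly all actives have a fitted effect of over 65% in size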
Target sequence (P07550 whole entry, looked up): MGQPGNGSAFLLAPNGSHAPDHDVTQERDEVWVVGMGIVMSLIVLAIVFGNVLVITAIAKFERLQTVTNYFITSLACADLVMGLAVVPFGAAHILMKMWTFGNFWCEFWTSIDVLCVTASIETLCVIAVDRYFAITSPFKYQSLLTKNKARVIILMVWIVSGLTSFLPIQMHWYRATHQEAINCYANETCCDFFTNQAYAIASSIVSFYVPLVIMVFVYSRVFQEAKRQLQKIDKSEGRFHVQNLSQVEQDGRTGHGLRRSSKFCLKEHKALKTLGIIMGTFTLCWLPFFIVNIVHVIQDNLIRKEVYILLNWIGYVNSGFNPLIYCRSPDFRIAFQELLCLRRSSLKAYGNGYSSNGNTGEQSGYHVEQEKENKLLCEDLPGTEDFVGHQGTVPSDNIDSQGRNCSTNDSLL
Chronic BCR inh: inhibitors of chronic active B-cell receptor signaling | ABC-DLBCL IkBa-CBG/CBR reporter, luminescence ratio, 4 h | Potency, µM (highest dose often 46.1 µM), for inactives: at the top dose ratio change, negative = lower green/red ratio, hits mostly inhibitors | hit rate 0.05% among 340,000; active = well fitted inhibition curve with a large enough effect in the signal ratio, with a control signal flat, not every such curve was filed as active; inconclusive = small, poorly fitted or top-dose-only effect, or effect the other way, or a change in a side signal; the % refers to the signal ratio;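 note: potency is the fitted concentration of half-maximal effect; plate controls were basal doxycycline-induced cells for no effect and cells given 10 µM MG132 for full effect; MG132 reads +100%, hits lower the ratio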
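TMD8 human ABC-DLBCL cells with doxycycline-inducible IκBα–green luciferase fusion and unfused red luciferase, in 0.5% FBS medium; compounds up to 46 uM, 4 h at 37C. Green/red luminescence ratio, filter-overlap corrected, fitted to concentration-response curves.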
PTAP TSG101 blk: blocks PTAP/TSG101 interaction to inhibit HIV-1 budding. Q99816. Fluorescence polarization, FITC-PTAP peptide / Tsg101 binding. Potency, µM (doses to about 115 µM), without a hit: top-dose activity change, negative = inhibition, most hits filed as inhibitors. 340,000 tested, under 10 active. AID 493005; active = well fitted inhibition curve with a large enough effect in the main read-out, with a control signal flat, not every such curve was filed as active; inconclusive = small, poorly fitted or top-dose-only effect, or effect the other way, or a change in a side signal; inactive = no such curve, though single readings can be large or run the other way; note: potency is the fitted concentration of half-maximal effect; % of control where 0% means no effect
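FP read-out: FITC-PTAP peptide, 50 nM final, binding Tsg101 binding domain, 10 uM final; 20 min, r.t.; 10 mM HEPES pH 7.5, 0.15 M NaCl, 0.01% Tween 20, 3 mM EDTA, 0.1 mM TCEP.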
* = called active by the depositor; ? = inconclusive; nt = not tested or not shown; [ ] = another dose, or the depositor's remark. Unless noted, calls come from the whole dose curve; as a rule, active = well fitted curve in the direction sought with a large enough effect; inconclusive = small, poorly fitted or top-dose-only effect, or another doubt; inactive = no such curve, though single readings can be large; an effect the other way counts as inactive or inconclusive.

SMILES	Coupling enz	GALK inhibitor	Integrin act MD	PKM2 activator	Tb PFK inh	ASM inhibitor	Menin-MLL TR inh	Giardia killer	B2AR arrestin	Chronic BCR inh	PTAP TSG101 blk
COc1ccc(CNC(=O)CN2C(=O)NC3(CCCCCC3)C2=O)cc1OC	1	4%	5%	-1%	-3%	-3%	-13%	3	0.0%	-4%	-2%
CCC1(CC)C(=O)C2=C3C1[C@H](C(=O)OC)C=C(C(=O)OC)C[C@H]3[C@H]1C(=O)N(CC(=O)OC)C(=O)[C@H]1[C@H]2C (stereo not given in full)	3	nt	6%	nt	nt	0%	-3%	?	nt	nt	-1%
CCN1/C(=C2\C(=O)N(c3ccccc3)N=C2C)C=Cc2cc(C)ccc21	3	nt	13%	-2%	1%	0%	-5%	-16	-0.5%	?	8%
c1ccc(-c2ccnc3nc(N4CCN(c5ccccc5)CC4)nn23)cc1	0	-4%	?	3%	1%	-12%	-2%	8	0.2%	4%	0%
Cc1ccsc1C(=O)N1CCC(CO)(Cc2ccccc2)CC1	1	10%	-8%	0%	3%	1%	6%	-2	0.1%	-5%	0%
O=C(Nc1c2c(nc3ccccc13)CCCC2)c1ccccc1Br	0	2%	1%	-12%	0%	-1%	-1%	24	-0.8%	14%	0%
CC(C)OP(=O)(OC(C)C)C(NC(=O)c1ccccc1)C(N)=O (stereo not given)	-1	-3%	2%	0%	5%	-2%	nt	22	0.0%	-1%	-3%
CCCn1c(CNc2ccccc2O)nc2ccccc21	-18	-2%	-43%	9%	-8%	5%	-12%	3	6.1%	?	-1%
Cc1cc(C)nc(N/N=C/C2=C(N3CCOCC3)C(=C/c3ccccc3)/CC2)n1	5	1%	23%	8%	1%	-22%	5%	10	0.0%	-6%	1%
CCOc1ccc(Cc2noc3c2C(=O)CC(C)(C)C3)cc1OCC	4	7%	-18%	4%	-14%	2%	2%	6	0.4%	?	-2%
Cc1ccn2cc(C(=O)Nc3ccc4c(c3)OCCO4)nc2c1	-9	3%	?	-9%	2%	3%	0%	-22	-0.2%	?	-6%
O=C(NCc1ccccc1Cl)c1cnn2cccnc12	3	1%	0%	?	0%	8%	7%	11	0.1%	3%	0%
Cc1c(Cl)c([N+](=O)[O-])nn1CC(=O)N1CCN(C23CC4CC(CC(C4)C2)C3)CC1	2	-2%	10%	nt	0%	4%	-11%	-3	-0.1%	?	-4%
O=C(CCNC(=O)c1ccccc1Cl)NCCC1=CCCCC1	nt	nt	-18%	nt	21%	0%	nt	7	-4.6%	?	-1%
Cc1ccccc1C(=O)c1cccn1CC(=O)NCCN1CCN(c2cccc(C)c2C)CC1	-1	-3%	-71%[inhibitor]	3%	1%	-13%	nt	23	0.2%	?	-1%
CCN(CC)S(=O)(=O)c1cccc(C(=O)Nc2cc(C)cc(C)c2)c1	1	1%	-6%	-3%	5%	-3%	13%	-5	-0.2%	21%	-2%
CN(c1ccc(OCC(=O)OCC(=O)Nc2ccc(OC(F)F)cc2)cc1)S(=O)(=O)c1cccs1	nt	nt	-7%	nt	1%	2%	nt	-7	-0.3%	-1%	0%
NC(=O)NC(c1ccccc1)c1ccccc1	1	0%	12%	-1%	0%	6%	2%	5	0.0%	-1%	-5%
COc1cccc(-c2cc(C(=O)Nc3ccncc3)c3ccccc3n2)c1	-1	-3%	2%	0%	0%	-1%	?	-7	-0.8%	-1%	0%
CCN(CC)S(=O)(=O)c1ccc(Cl)c(C(=O)NC)c1	0	3%	12%	-1%	-1%	5%	1%	-8	-3.3%	-1%	1%
O=C(Nc1ccc(S(=O)(=O)NCc2ccccc2)cc1)c1ccc(Br)o1	-2	-4%	0%	-6%	0%	-6%	3%	11	-0.7%	-19%	-4%
O=C(Nc1ccc(NC(=O)C2CCCCC2)nc1)c1ccccn1	2	-3%	15%	-5%	2%	0%	6%	4	-0.2%	1%	-1%
CC(C)N(C(=O)CSc1nc2ccccc2n1Cc1ccc(F)cc1)C(C)C	-9	-1%	8%	-3%	-1%	-3%	2%	3	-0.9%	?	-4%
COc1ccccc1NC(=O)Nc1ccc2[nH]c(=O)[nH]c2c1	3	-2%	8%	2%	1%	1%	0%	-5	-0.4%	?	0%
O=C(N=C1SC2CS(=O)(=O)CC2N1Cc1ccc(Cl)cc1)C1CC1 (stereo not given)	-1	-7%	0%	nt	1%	-4%	-12%	-12	0.5%	0%	-2%
CC(C)(C)Cc1nnc(NC(=O)CSc2ccccc2)s1	2	-5%	-22%	-15%	?	0%	-3%	17	0.3%	?	-3%
CCOc1cc(C(=O)NCc2ccccc2)ccc1OCC(=O)N1CCOCC1	3	2%	-5%	5%	3%	0%	3%	2	-0.6%	-1%	-7%
CN(C)CC(C)(C)CNS(=O)(=O)c1cccc(Cl)c1Cl	2	0%	15%	2%	-3%	0%	5%	-11	-0.1%	-20%	-3%
CC1(C)NC(=O)N(CC(=O)N2CCN(c3ccc([N+](=O)[O-])cc3)CC2)C1=O	nt	nt	-3%	nt	-1%	-9%	nt	-2	-0.2%	3%	-1%
CCCCCCCOC(=O)C[N+](C)(C)CCOC1CC2CCC1(C)C2(C)C (stereo not given)	2	-1%	-67%[inhibitor]	2%	5%	-29%	-11%	18	-0.3%	?	-1%
Cc1ccc(S(=O)(=O)N2CCN(c3ccc4nnc(-c5ccccc5)n4n3)CC2)cc1	-2	3%	3%	15%	2%	-5%	-11%	-13	0.4%	0%	-2%
CC(OC(=O)c1ccc([N+](=O)[O-])s1)C(=O)NC1CCCCC1C (stereo not given)	nt	nt	-11%	nt	-2%	-9%	nt	-86*	-0.2%	0%	2%
O=C1C2CC=CCC2C(=O)N1c1ccc(NCCc2ccc(O)cc2)c([N+](=O)[O-])c1 (stereo not given)	1	nt	-37%	-3%	-7%	-30%	?	7	2.2%	-19%	-2%
COc1cccc(-c2ccc(NC(=O)C3CCCN(CCCn4cccn4)C3)cc2)c1 (stereo not given)	nt	-3%	-30%	0%	-2%	nt	nt	4	-1.2%	4%	-3%
CN(C)c1ccc(-c2sc(Nc3ccccc3)n[n+]2-c2ccc(F)cc2)cc1	1	nt	-4%	0%	-6%	-8%	-20%	-13	0.5%	?	16%
CCOc1ccccc1NC(=O)c1ccc(-n2cncn2)nc1	-1	0%	?	2%	1%	-2%	-8%	7	-0.4%	-7%	-6%
Nc1cc(S(=O)(=O)Nc2ccccc2Cl)ccc1N1CCCCC1	nt	nt	-6%	nt	-7%	-11%	nt	-23	-0.1%	3%	1%
CCCn1cc(SCC(=O)Nc2cc(C)on2)c2ccccc21	nt	-4%	14%	0%	1%	2%	nt	-3	0.7%	0%	nt
Cc1ccc(C(=O)N/C(=C\c2cccs2)C(=O)N2CCN(C)CC2)cc1C	nt	-7%	2%	-7%	1%	1%	nt	-5	-0.6%	0%	0%
Cc1oc(=O)c(NC(=O)c2ccccc2)cc1C(C)O (stereo not given)	0	-2%	9%	-1%	4%	-1%	1%	1	-0.2%	1%	0%
COc1ccc(OCC(=O)NC(=O)c2ccccc2)c([N+](=O)[O-])c1	nt	nt	8%	nt	0%	2%	nt	-4	0.5%	0%	-2%
N#Cc1cc(-c2ccccc2)c[nH]c1=O	-4	0%	13%	-1%	-6%	14%	3%	3	0.4%	7%	-4%
CCOC(=O)c1ccc2c(c1)nc(SCC(=O)N1CCOCC1)n2CC	-2	0%	-30%	-1%	0%	1%	-7%	-5	0.1%	-2%	-3%
CCC(=O)Nc1c(C(=O)N2CCCCCC2)cnn1-c1ccc(C)c(C)c1	1	-1%	-11%	-1%	1%	14%	11%	5	-0.1%	-1%	-8%
CCOc1cc(/C=N/NC(=O)Nc2ccccc2)ccc1O	-2	2%	-28%	-5%	-1%	7%	36%[activator]	?	0.9%	?	1%
CCCc1nc2nc(C)c(NS(=O)(=O)c3ccc(C(C)(C)C)cc3)c(=O)n2[nH]1	6	-2%	-10%	3%	-2%	-1%	11%	-7	-0.3%	-1%	-8%
COc1ccc(Cl)cc1NC(=O)NCCN1CCCCC1	2	8%	0%	6%	-3%	0%	5%	7	-0.5%	-1%	-2%
COc1ccc(-c2noc(CCC(=O)N3CCN(c4cc(C)ccc4C)CC3)n2)cc1	0	-3%	-14%	3%	2%	-14%	nt	1	0.1%	4%	3%
ClC1(Cl)CC1CSc1ncn[nH]1 (stereo not given)	-2	0%	0%	-1%	4%	2%	-4%	-28	0.2%	?	-3%

Assay outcomes as filed in PubChem.

Only part of the results is shown (hit frequency here may not be typical).
